CHO parental Ca = signal in parental CHO cells, OX1R antagonist counter-screen | parental CHO-K1, ATP-induced calcium, Fluo-8 fluorescence | inhibition, % at 5.6 µM | hit rate 0.63% among 330,000 | AID 463079;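 active = inhibition above that plate's mean sample inhibition plus 3 SD, cut at about 26% in these data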;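 also: 0% = ATP-challenged DMSO wells and 100% = DMSO wells without ATP; some compounds past the cut are filed as inactive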
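Test system: parental CHO cells; detection: calcium-sensitive Fluo-8 fluorescence; evaluation: percent inhibition of calcium signal; also added: ATP as calcium-mobilizing challenge; repeats: one well per compound; control set: ATP-challenged DMSO wells low, unchallenged DMSO wells high; compound: single nominal dose of 5.6 µM per compound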
M1 ag parental = M1 agonist counterscreen hit in parental CHO-K1 cells; Fluo-8 calcium fluorescence; scaled to maximal ATP response, vehicle zero; activation, % at 3 µM; hit rate 0.48% among 360,000; in the data active = activation above about 15%;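 also: untransfected CHO-K1 host cells lacking M1 receptor as counterscreen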
CHO-K1 Ca antag = nonselective inhibitor or artifact in parental CHO-K1 cells. inhibition, % at 3 µM. AID 602250. ATP-induced calcium, Fluo-8 fluorescence. hit rate 0.6% among 360,000;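 active = inhibition above a per-plate cutoff, the plate's mean sample inhibition plus 3 SD, cut at about 24% in these data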;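 also: 0% = DMSO plus EC80 ATP and 100% = DMSO alone without ATP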
GPR7 antag = antagonists of human GPR7 (neuropeptides B/W receptor 1); P48145; GPR7-expressing cells, fluorescence antagonist assay; inhibition, % at 4.4 µM; hit rate 1.1% among 290,000; AID 1861; in the data active = inhibition above about 16%, passing the limit was not always enough;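 also: cells stimulated with the agonist NPW; 0% = agonist with vehicle and 100% = vehicle without agonist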
V1aR counter = V1a receptor agonism, counter-screen for OXTR agonists; P37288; CHO-V1R cells, Fluo-8 calcium fluorescence, agonist mode; 0% DMSO, 100% 3 nM vasopressin; activation, % at 3 µM; hit rate 0.25% among 320,000; AID 2797;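 active = activation above the mean activation of all tested compounds plus 3 SD, per screening run, cut at about 20% in these data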;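 also: signal is peak over basal fluorescence ratio across a 100 second FLIPR read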
Target sequence (P37288 whole entry, looked up): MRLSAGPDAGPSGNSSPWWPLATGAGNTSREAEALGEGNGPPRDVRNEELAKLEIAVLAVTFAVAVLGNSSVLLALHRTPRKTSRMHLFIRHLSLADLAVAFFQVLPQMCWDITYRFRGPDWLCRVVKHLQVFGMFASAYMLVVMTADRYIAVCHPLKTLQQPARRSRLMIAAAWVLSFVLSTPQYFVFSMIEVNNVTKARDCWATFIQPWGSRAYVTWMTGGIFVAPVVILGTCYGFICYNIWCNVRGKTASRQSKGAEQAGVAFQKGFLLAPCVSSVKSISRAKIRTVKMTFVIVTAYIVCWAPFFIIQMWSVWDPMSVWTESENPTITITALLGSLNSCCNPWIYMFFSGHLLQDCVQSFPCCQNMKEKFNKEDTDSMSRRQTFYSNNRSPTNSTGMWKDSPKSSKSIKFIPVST
OXTR potentiator = potentiators of human oxytocin receptor; CHO-OTR cells, Fluo-8 calcium fluorescence, potentiator mode; 0% = oxytocin EC15, 100% = EC100; activation, % at 3 µM; hit rate 0.061% among 320,000; AID 2445;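 active = activation above that plate's cutoff, the mean activation of tested compounds plus 3 SD, cut at about 6.6% in these data, passing the limit was not always enough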;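 also: 100% uses oxytocin at 75 nM as the full agonist control; some results filed as inactive read as strong as hits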
Target sequence (P30559 whole entry, looked up): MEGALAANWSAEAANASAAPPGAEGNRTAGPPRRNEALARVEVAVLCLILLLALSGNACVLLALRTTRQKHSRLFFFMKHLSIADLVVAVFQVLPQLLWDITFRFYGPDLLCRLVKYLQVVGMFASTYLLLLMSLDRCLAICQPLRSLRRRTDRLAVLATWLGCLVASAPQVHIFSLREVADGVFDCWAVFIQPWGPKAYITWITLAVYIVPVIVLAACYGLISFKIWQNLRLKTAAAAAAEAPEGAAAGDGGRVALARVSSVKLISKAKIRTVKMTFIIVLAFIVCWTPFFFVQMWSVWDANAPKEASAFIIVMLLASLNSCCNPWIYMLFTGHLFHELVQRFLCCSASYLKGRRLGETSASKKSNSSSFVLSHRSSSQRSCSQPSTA
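Dosing: Single dose, 3.0 µM nominal final compound concentration | Material: Human OTR in CHO cells | Technique: Kinetic Fluo-8 calcium fluorescence | Benchmarks: EC15 oxytocin alone as 0%, 75 nM oxytocin as 100% | Probe or stimulus: Oxytocin at about EC15, sub-maximal agonist stimulus | Incubation: Compound 6 min at room temperature before oxytocin, 100 s read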
CHO-K1 Ca PAM = nonselective activator or artifact in parental CHO-K1 calcium assay; ATP EC20, Fluo-8 calcium fluorescence; 0% at ATP EC20, 100% at ATP max; activation, % at 3 µM; hit rate 0.02% among 360,000;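 active = activation above the run cutoff, the mean activation of all test compounds plus 3 SD, cut at about 40% in these data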;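 also: peak over basal fluorescence ratio in a 140 s read after ATP addition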
OXTR ag = human OXTR agonism. P30559. CHO-OTR cells, Fluo-8 calcium fluorescence; normalized: DMSO 0%, oxytocin 100%. activation, % at 3 µM. hit rate 0.32% among 320,000. AID 2435;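 active = activation above the mean of all tested compounds plus 3 SD, cutoff set per screening run, cut at about 20% in these data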;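 also: peak over basal fluorescence ratio from a 100 s FLIPR kinetic read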
TAAR1 antagonist = human TAAR1 antagonism; Q96RJ0; CHO RD-HGA16 TAAR1, Fluo-8 calcium fluorescence, antagonist; inhibition, % at 3 µM; hit rate 1.5% among 360,000; AID 624466;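 active = inhibition above a per-plate cutoff, the mean inhibition of test compounds on that plate plus 3 SD, cut at about 49% in these data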;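 also: 0% = DMSO plus EC80 beta-PEA response and 100% = DMSO alone without agonist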
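Test system – hTAAR1-expressing CHO RD-HGA16 cells, Gα16-coupled · Reagent – β-PEA at EC80 concentration, post-compound challenge · Compound dosing – 3 µM, single point · Timing – 140 s kinetic read after compound, 140 s after agonist · Detection – Fluo-8 intracellular calcium dye fluorescence, real-time kinetic reads · Control set – DMSO and EC80 PEA controls · Repeats – n of 1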
An asterisk follows results filed as active; . = no result given. Compounds were not picked by outcome. About 3.5% of those tested had a hit in this group.

SMILES	CHO parental Ca	M1 ag parental	CHO-K1 Ca antag	GPR7 antag	V1aR counter	OXTR potentiator	CHO-K1 Ca PAM	OXTR ag	TAAR1 antagonist
CC(C)CCC1(C)NC(=O)N(CC(=O)c2ccc[nH]2)C1=O (stereo not drawn)	10	0.1	1	.	-0.8	-5	-5	-0.3	-8
CC(C)(C)c1ccc(C(=O)NC(=S)NCc2ccco2)cc1	-27	0.0	-7	-19	1.4	-3	-15	-1.3	17
COc1ccc(NC(=O)CNC(=O)c2nn(-c3ccc(OC)c(Cl)c3)c(=O)c3ccccc23)c(OC)c1	-25	4.4	-1	-2	4.0	-11	5	-0.9	61*
CC(=O)Nc1ccc(N2C(=O)CSC2c2cccc([N+](=O)[O-])c2)cc1 (stereo not drawn)	-6	0.8	-5	-13	0.4	-10	11	0.7	-1
CCCCn1c(N)c(N(CCOC)C(=O)COC(=O)COc2c(C)cccc2C)c(=O)[nH]c1=O	-6	0.0	-5	.	-0.8	-9	-12	-0.5	-17
c1ccc(OCC2CCNCC2)nc1	4	0.2	-11	-9	-0.3	-10	1	1.3	2
Cc1cc(NC(=O)CSc2cn(CCNC(=O)c3ccc(F)cc3)c3ccccc23)no1	-17	3.0	-1	7	3.8	-15	17	6.6	33
COc1ccc(-c2oc3ncn(CCN4CCOCC4)c(=N)c3c2-c2ccc(OC)cc2)cc1	-16	0.4	-5	1	-1.6	-3	13	-2.5	8
Cc1noc(C)c1COC(=O)c1csc2c1CCCC2	.	0.8	-18	.	.	.	4	.	1
COc1ccc2[nH]cc(/C=N/NS(=O)(=O)c3ccc(C)cc3)c2c1	26	4.4	-10	-2	4.0	-7	-2	10	20
Cc1ccc2nc3c(cc(C(=O)NCCN4CCOCC4)c(=N)n3CCCN3CCOCC3)c(=O)n2c1	-2	1.6	-12	-11	0.0	-4	17	0.6	.
COC(=O)C1=C(C)NC(=O)NC1c1ccc(OC(=O)c2ccco2)cc1 (stereo not drawn)	-9	0.7	1	0	1.1	-17	9	-0.6	0
COC(=O)C1=C(C)NC(=O)NC1c1ccccc1 (stereo not drawn)	-10	0.8	-11	-9	0.2	-2	1	0.1	6
CC[C@]1(C(=O)OC)[C@H]2C(=O)N(C)C(=O)[C@H]2[C@H]2CN=C(SCc3ccccc3)N21	-12	0.4	-11	.	.	.	15	.	1
CSCCC(=O)NC1CCCN(CCc2ccccc2)C1 (stereo not drawn)	-2	0.4	-1	-4	0.1	-3	-7	0.2	-10
Nc1nnc(COc2ccccc2)s1	-19	-0.3	-8	1	0.4	0	-3	-0.5	-7
CC(NC(=O)CSc1ncccc1C(=O)O)C1CC2CCC1C2 (stereo not drawn)	5	0.1	0	-11	0.4	5	-12	1.7	-13
COc1ccc(-c2sc3ccc(N4CCOCC4)cc3c2-c2ccc(O)cc2)cc1	6	0.4	-7	.	-0.3	-6	7	0.4	9
CC(C)c1csc(CN2CCCC(CCC(=O)NCc3ccccc3F)C2)n1 (stereo not drawn)	-12	0.8	5	-5	0.3	-8	3	-1.1	0
CCN1CCN(CCCNC(=O)CCC(=O)N2CC(C)Oc3ccc(C)cc32)CC1 (stereo not drawn)	0	0.7	-18	-13	0.5	-5	27	-0.2	-15
CN1C2=CC=CC=CC2=[N+](C)C12C([N+](=O)[O-])=CC(=[N+]([O-])[O-])C=C2[N+](=O)[O-] (stereo not drawn)	-8	-0.2	0	2	0.5	-11	3	1.3	-3
O=S(=O)(c1ccc(-c2n[nH]c(=S)o2)cc1)N1CCCCC1	4	0.3	-4	-4	0.4	-19	-15	1.8	-18
CC1(C(=O)NCc2ccccc2Br)CCN1Cc1ccc(-c2ccccc2)o1 (stereo not drawn)	.	-0.4	-1	.	.	.	-1	.	-26
CCCN(C(=O)c1ccco1)c1nnc(-c2ccccc2C)s1	-23	0.1	-4	-5	0.2	2	10	-1.6	-2
Cc1ccc(C)c(NC(=O)CCN2CC(C)CC(C)C2)c1 (stereo not drawn)	-4	0.1	-12	-4	-0.2	-7	11	-1.4	-10
O=C1CN(C(=O)c2c(F)cccc2F)C(c2ccc(F)cc2)c2cc(Br)ccc2N1 (stereo not drawn)	-21	0.8	-11	11	1.4	-10	-4	-2.2	-8
CCOc1ccccc1C(=O)N1CCN=C1SC	-3	0.8	13	1	0.2	1	8	-0.4	5
COc1ccccc1N(CC(=O)Nc1cc(C)on1)S(=O)(=O)c1ccc(Cl)cc1	-25	0.6	-12	9	-0.5	-18	16	-1.9	40
CN1CCC(NC(=O)Cc2c(F)cccc2Cl)CC1	3	0.4	3	-7	0.5	-2	-5	0.8	-20
CCOC(=O)c1c(NC(=O)C2COc3ccccc3O2)sc2c1CC(C)(C)NC2(C)C (stereo not drawn)	-11	3.2	-4	23*	0.2	-8	12	8.2	13
O=C(NCc1ccccn1)Nc1ccc(Br)cc1	-8	1.9	-10	-7	3.1	-1	10	-0.1	-19
Cc1cc(C(=O)NC2CCCCC2)c(C)o1	1	-0.1	7	.	-0.2	-3	7	-0.5	-21
Cc1nc2ccc(S(=O)(=O)NCC(=O)N3CCCC(C)C3)cc2s1 (stereo not drawn)	-15	0.0	7	-11	-0.1	-20	2	0.3	5
COc1ccccc1CNC(=O)CN1C(=O)CSc2ccc(S(=O)(=O)N3CCCC3)cc21	-31	0.5	-11	0	-1.4	-6	3	0.0	14
COc1ccc(NC(=O)/C(C#N)=C/c2ccc(Br)o2)cc1	16	0.4	-10	6	0.3	-3	7	0.5	24
CCC(Sc1nc2ccccc2c(=O)[nH]1)C(=O)O (stereo not drawn)	-5	-0.1	2	-2	0.3	5	10	1.0	2
CCCCCCOc1ccc(N2C(=O)CC(SC(=NCC)NCC)C2=O)cc1 (stereo not drawn)	-8	0.0	-15	-13	-0.9	3	8	0.3	21
Cn1c(N2CCN(C(=O)NCc3ccccc3)CC2)nc2ccccc21	-10	1.3	-10	6	-0.5	-4	-5	-0.9	-18
O=C(/C=C/c1ccc2c(c1)OCO2)c1ccco1	0	0.2	4	0	0.8	-4	9	-1.6	-16
CCn1cc(-c2cc(C(=O)O)c3ccccc3n2)cn1	-11	0.7	-14	-1	0.4	-12	14	-0.2	1
O=C(N[C@@H](Cc1ccccc1)C(=O)N1CCN(S(=O)(=O)c2ccc(F)cc2)CC1)c1ccco1	.	1.7	-12	.	.	.	12	.	6
C=CC[C@@H](CC(=O)N[C@@H](CO)Cc1ccccc1)C(=O)N[C@H](C)COC(=O)[C@@H](CC=C)Cc1ccc(F)cc1	-21	-0.7	-13	.	2.0	-8	-3	0.2	3
CNC(=S)N(CCc1c(C)[nH]c2ccccc12)Cc1cc(OC)c(OC)c(OC)c1	-16	2.2	-5	-10	3.3	-7	25	6.5	7
Cc1cc(C(=O)CCC(=O)NCc2ccccc2F)c(C)s1	-10	-0.3	2	.	-1.4	-3	1	-2.2	-20
Cc1cc2cc(C)c(NCCNC(=O)c3ccccc3)nc2cc1C	-18	0.6	-9	-10	2.4	3	3	6.2	-18
CC(C)(C)OC(=O)N[C@@H](Cc1ccccc1)C(=O)N1CCC(C(=O)O)CC1	-6	0.2	-3	-7	0.0	-14	-2	-0.8	-3
COc1cnn(-c2ccc(Br)cc2)c(=O)c1SCc1ccccc1	-6	2.4	-5	-8	-1.2	-3	24	-2.6	-6
O=C(CNC(=O)c1ccc(F)cc1)Nc1ccccc1C(F)(F)F	-8	0.8	-12	12	-0.8	1	5	-0.1	-41
N#CC1=C(SCc2ccccc2)NC2=C(C(=O)CCC2)C1c1ccc2c(c1)OCO2 (stereo not drawn)	-4	0.2	-7	-13	0.6	-10	14	-0.8	4
CCOC(=O)c1c(C)[nH]c(C(=O)CSc2ccc(Cl)cc2)c1C	-10	0.8	-10	2	2.6	-4	19	1.6	13
CC(C)N(C(=O)[C@H]1C[C@H](CC(=O)NCCC2=CCCCC2)C(=O)N2CCc3c([nH]c4cc(-c5ccco5)ccc34)[C@]12C)C(C)C	-35	0.3	-16	.	.	.	4	.	-24
COc1cc(NC(=O)C/C(C)=N/NC(=O)c2cccs2)c(OC)cc1Cl	-27	0.4	-4	-1	1.1	-17	5	-2.0	-6
O=C1CCCC/C=C\C[C@H](CC(=O)N(CCO)Cc2ccccc2)C(=O)NCCO1	-13	2.3	-13	.	-0.6	-8	24	0.4	-4
COCCCNC(=O)/C(C#N)=C/c1ccc(OCC(=O)O)c(OC)c1	-4	1.4	-16	-3	0.6	0	27	-1.2	19
O=[N+]([O-])c1ccc(OCCCOc2cccc3cccnc23)cc1	-13	2.1	-6	-6	1.9	-8	11	-1.5	7
O=C(N/N=C/c1cn(-c2cccs2)nc1-c1ccccc1)c1ccccc1Br	-17	1.4	5	-6	0.7	-1	7	-0.7	14

Some of the entries above in another layout.
COc1ccccc1N(CC(=O)Nc1cc(C)on1)S(=O)(=O)c1ccc(Cl)cc1
  CHO parental Ca = -25; M1 ag parental = 0.6; CHO-K1 Ca antag = -12; GPR7 antag = 9; V1aR counter = -0.5; OXTR potentiator = -18; CHO-K1 Ca PAM = 16; OXTR ag = -1.9; TAAR1 antagonist = 40
COc1ccc2[nH]cc(/C=N/NS(=O)(=O)c3ccc(C)cc3)c2c1
  CHO parental Ca = 26; M1 ag parental = 4.4; CHO-K1 Ca antag = -10; GPR7 antag = -2; V1aR counter = 4.0; OXTR potentiator = -7; CHO-K1 Ca PAM = -2; OXTR ag = 10; TAAR1 antagonist = 20
Cc1cc(C(=O)CCC(=O)NCc2ccccc2F)c(C)s1
  CHO parental Ca = -10; M1 ag parental = -0.3; CHO-K1 Ca antag = 2; GPR7 antag = .; V1aR counter = -1.4; OXTR potentiator = -3; CHO-K1 Ca PAM = 1; OXTR ag = -2.2; TAAR1 antagonist = -20
CC(NC(=O)CSc1ncccc1C(=O)O)C1CC2CCC1C2 (stereo not drawn)
  CHO parental Ca = 5; M1 ag parental = 0.1; CHO-K1 Ca antag = 0; GPR7 antag = -11; V1aR counter = 0.4; OXTR potentiator = 5; CHO-K1 Ca PAM = -12; OXTR ag = 1.7; TAAR1 antagonist = -13

Screening results deposited in PubChem by The Scripps Research Institute Molecular Screening Center.
